TROY signal inh – TROY signaling inhibition; Q293 LMP1-TROYcd NF-kB luciferase reporter, 4 h; inhibition, % at 10 µM; actives 0.98% (n = 360,000);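 active = compounds whose plate-normalised and pattern-corrected inhibition of the luciferase reporter signal at the single screening dose is 50% or more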
COUP-TFII inh – inhibitors of human COUP-TFII (NR2F2); P24468; HEK293T NGFI-A luciferase reporter, luminescence; inhibition, % at 8.6 µM; actives 0.7% (n = 370,000);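 active = inhibition above a per-plate cutoff, mean inhibition of test wells between control levels plus 3 SD, cut at about 38% in these data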;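 also: cells cotransfected with COUP-TFII expression vector driving the NGFI-A reporter; 0% = median of COUP-TF2 test wells and 100% = reporter-only cells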
SRC1 inh – inhibitors of human steroid receptor coactivator 1 (SRC1); HEK293 GAL4-SRC1 luciferase reporter, luminescence; inhibition, % at 3.6 µM; actives 0.12% (n = 360,000); AID 588354;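 active = inhibition above the campaign mean plus 3 SD, with each screening campaign given its own cutoff, cut at about 60% in these data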;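 also: 0% = DMSO treated cells and 100% = gossypol at 36 µM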
SRC3 inh – inhibitors of human steroid receptor coactivator 3 (SRC3); inhibition, % at 3.6 µM; Q9Y6Q9; AID 588352; HEK293 GAL4-SRC3 luciferase reporter, luminescence; actives 0.17% (n = 360,000);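 active = inhibition above a per-campaign cutoff, the mean of all compounds plus 3 SD, cut at about 60% in these data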;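 also: 0% = DMSO-treated cells and 100% = gossypol-treated cells at 36 µM; higher means less SRC3-driven luciferase light from the GAL4 reporter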
Exocytosis inh – blocks lytic granule exocytosis | inhibition, % at 10 µM | AID 651702 | TALL-104 LAMP-1 surface exposure, flow cytometry; cells stimulated with thapsigargin and PMA | actives 0.66% (n = 360,000);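 active = inhibition above about 55%, limit read from the data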
NOD2-RIPK2 inh – blocks binding of human NOD2 to RIPK2. O43353. CHO BLA complementation NOD2-RIPK2, CCF4 ratio. inhibition, % at 4.98 µM. actives 0.38% (n = 360,000); in the data active = inhibition above about 21%;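 also: 0% = vehicle only and 100% = reference blocker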
NR5A2 inv ag – inverse agonists of human LRH-1 (NR5A2); HEK293T StAR-luciferase reporter, LRH-1 transfected, 24 h; actives 0.13% (n = 360,000); inhibition, % at 3.6 µM;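 active = inhibition above the mean inhibition of all tested compounds plus 3 SD, cut at about 73% in these data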;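 also: 0% = DMSO wells and 100% = reporter-only cells lacking LRH-1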
ABHD5 PLIN5 PPI – blocks binding of human ABHD5 to perilipin-5; Split G. princeps luciferase complementation, luminescence, 4 h; actives 0.78% (n = 360,000); Q00G26+Q8WTS1; inhibition, % at 4 µM;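 active = inhibition above the mean inhibition across every tested compound plus 3 SD, cut at about 22% in these data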;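 also: 0% = DMSO only wells and the 100% control is not disclosed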
Target sequence (Q00G26 whole entry, looked up): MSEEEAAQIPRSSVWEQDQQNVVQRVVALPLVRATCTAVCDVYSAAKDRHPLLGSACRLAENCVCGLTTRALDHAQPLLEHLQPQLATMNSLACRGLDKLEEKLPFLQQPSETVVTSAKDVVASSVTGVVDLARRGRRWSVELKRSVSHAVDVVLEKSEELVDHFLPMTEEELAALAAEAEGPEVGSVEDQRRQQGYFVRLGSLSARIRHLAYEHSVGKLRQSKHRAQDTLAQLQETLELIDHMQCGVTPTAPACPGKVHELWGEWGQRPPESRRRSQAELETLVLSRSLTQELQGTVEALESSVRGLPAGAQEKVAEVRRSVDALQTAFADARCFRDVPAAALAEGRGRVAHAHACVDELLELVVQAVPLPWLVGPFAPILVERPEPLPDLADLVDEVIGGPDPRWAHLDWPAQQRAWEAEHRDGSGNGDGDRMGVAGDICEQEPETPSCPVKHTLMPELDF
Target sequence (Q8WTS1 whole entry, looked up): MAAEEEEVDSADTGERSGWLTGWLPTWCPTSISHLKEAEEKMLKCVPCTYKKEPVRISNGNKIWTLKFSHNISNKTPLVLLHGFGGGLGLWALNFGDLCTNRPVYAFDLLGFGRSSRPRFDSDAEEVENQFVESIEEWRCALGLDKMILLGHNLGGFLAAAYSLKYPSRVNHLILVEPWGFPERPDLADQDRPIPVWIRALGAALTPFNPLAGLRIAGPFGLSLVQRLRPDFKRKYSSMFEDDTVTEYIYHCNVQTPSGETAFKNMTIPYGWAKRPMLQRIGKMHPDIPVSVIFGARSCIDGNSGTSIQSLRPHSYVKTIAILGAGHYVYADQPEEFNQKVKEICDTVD
NCOA2 inhibitor – inhibits human steroid receptor coactivator 2 | Q15596 | HEK293 GAL4-SRC2 luciferase reporter, luminescence | inhibition, % at 9 µM | actives 0.17% (n = 370,000) | AID 651957;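 active = inhibition above the mean inhibition of all tested compounds plus 3 SD, set per campaign, cut at about 52% in these data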;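 also: 0% = DMSO treated cells and 100% = cells given Gossypol at 36 µM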
TLR9-MyD88 inh – inhibitors of human TLR9-MyD88 binding; CHO BLA complementation TLR9-MyD88, CCF4 FRET ratio; AID 504734; Q9NR96+Q99836; actives 0.21% (n = 340,000); inhibition, % at 4.98 µM;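 active = inhibition above the mean over all tested compounds plus 3 SD, cut at about 21% in these data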;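 also: 0% = DMSO only wells and 100% = clavulanate BLA inhibitor control wells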
TWEAK Fn14 block – TWEAK-Fn14 signaling inhibition; AID 1159606; TWEAK-stimulated Fn14 reporter cells, luciferase luminescence, 8 h; actives 2% (n = 360,000); inhibition, % at 10 µM; in the data active = inhibition above about 50%
The depositor's hits bear a star; nt = no result given.

SMILES,NCOA2 inhibitor,NOD2-RIPK2 inh,TROY signal inh,ABHD5 PLIN5 PPI,SRC3 inh,TWEAK Fn14 block,NR5A2 inv ag,Exocytosis inh,SRC1 inh,COUP-TFII inh,TLR9-MyD88 inh
O=C(CCCc1nc2ccccc2s1)Nc1ccccc1,15,-1,-36,-1,-5,-6,-11,-6,6,-1,12
CCOC(=O)CN1C(=O)N[C@@H](c2ccc(Br)cc2)C(C(=O)OC)=C1C,12,-4,-20,-1,9,9,19,1,-26,-1,-2
CC1(Cc2ccc3c(c2)OCO3)C(=O)Nc2c(Cl)ccc(Cl)c21 (stereo unspecified),-21,4,-1,-10,11,11,-37,-2,20,11,nt
CCn1cc(C(=O)N2CCc3ccccc32)c(=O)c2cc(S(=O)(=O)N3CC(C)CC(C)C3)ccc21 (stereo unspecified),6,2,0,6,14,17,-9,-6,5,-6,-10
Cn1cc(Br)c(NS(=O)(=O)c2ccc(Cl)s2)n1,21,-6,6,3,13,-24,8,-1,4,-9,2
CCOc1ccc(/C=C/C(=O)c2ccccc2)cc1OC,-23,-6,-57,21,-20,15,-24,6,-24,-37,6
FC(F)(Cl)c1nnc2ccc(Sc3ccccn3)nn12,33,-2,11,6,17,20,11,-1,19,7,6
Cc1c(C=NNc2ccccc2)[nH]c(=O)[nH]c1=O,-46,-6,-3,-3,6,-10,-2,0,-4,-40,-11
COc1cccc(C(=O)O/N=C(\N)c2ccc(C)cc2)c1,-34,5,-40,4,-100,23,-79,18,-85,-24,-6
COc1ccccc1/C=C1\SC(=S)N(C(C(=O)O)c2ccccc2)C1=O (stereo unspecified),9,-6,-4,-4,5,-11,8,2,8,10,1
COC(=O)c1cc2occc2n1Cc1nc(-c2ccccc2C)oc1C,-6,6,2,4,-39,4,-1,-1,5,6,15
Cc1occc1-c1nnc(-c2cc([N+](=O)[O-])cc([N+](=O)[O-])c2)o1,-39,1,-14,0,-8,-19,-4,5,-8,-18,nt
COc1ccc(-c2cc(C(=O)Nc3ccccc3SC)no2)cc1,-12,2,-22,-1,-12,-17,-40,-1,-7,-11,-11
CCN(Cc1ccccc1)C(=O)c1cccnc1,13,0,6,6,3,3,10,0,-7,7,3
Cc1c(CN(C)C)c2c(n1Cc1ccccc1)C(=O)c1ccc(Br)cc1-2,23,8,-3,19,6,-9,13,9,5,9,-2
NNC(=O)c1ccccc1OCCOc1ccccc1,-8,-3,-27,3,-5,17,14,59*,-8,-5,-7
CCCCNC(=O)C(=O)NCc1ccncc1,4,-14,5,-11,10,13,-1,6,8,-5,nt
COc1c(/C=N/Nc2nc(N3CCCCC3)nc(N3CCCCC3)n2)cccc1[N+](=O)[O-],20,-1,-21,-3,-95,-21,-5,-3,-5,10,-1
COc1cccc(/C=C/c2nc(S(=O)(=O)c3ccccc3)c(N(C)C)o2)c1,-12,-4,-9,0,12,-4,2,17,-13,4,4
CCCC(=O)NC(c1ccccc1OC)c1ccc2cccnc2c1O (stereo unspecified),nt,-1,7,-2,53,20,80*,-1,39,nt,-1
CSC1=N/C(=C/c2cccnc2)C(=O)N1Cc1ccccc1,2,-13,5,4,12,-7,0,30,7,7,-6
O=C(NCCN1CCOCC1)c1cc(-c2ccccc2Cl)on1,7,-6,-11,-7,-6,-13,-22,3,-21,8,-5
Cc1ccccc1-c1nn(-c2ccc(F)cc2F)cc1CNC1CC1,9,-6,-12,-4,2,18,3,-1,13,2,nt
CN(C)S(=O)(=O)c1ccc(Cl)c(NC(=O)CN2C(=O)NC3(CCCC3)C2=O)c1,4,3,-24,-5,-12,1,12,-6,-2,7,-12
O=C(NCCc1c[nH]c2ccccc12)/C(=C\c1cccnc1)NC(=O)c1ccco1,-6,1,2,3,-16,5,1,-2,5,12,5
Cc1cnc(C(=O)NCCc2ccc(C(F)(F)F)cc2)cn1,19,-1,-4,-10,4,21,-28,-1,-15,12,2
CCCCn1nnnc1C1(C)CCC(=O)N1Cc1ccco1 (stereo unspecified),-1,-9,-17,5,nt,20,24,-8,nt,11,nt
COc1ccc(C2C=C(c3ccc(F)cc3)NC(=S)N2)cc1OC (stereo unspecified),-6,-6,0,-12,2,-11,-7,-2,15,9,-1
Cc1cc(C(=O)NNS(=O)(=O)c2cccc(Cl)c2)nn1C(C)(C)C,10,-3,10,-3,13,5,8,2,-14,-22,-14
COc1ccc(NC(=O)c2cnn(-c3ccccc3)c2C)c(OC)c1,-14,4,0,6,0,-8,4,-3,-13,1,-4
CN(C)/C=N/c1nc(-c2ccc3ccccc3c2)cs1,-53,-8,-42,-20,-109,-13,-143,-1,-108,-25,6
Cc1cc(C)c[n+](C(C)C(=O)c2ccc(Cl)cc2)c1 (stereo unspecified),-11,-19,28,11,9,3,9,-2,17,6,0
CCN(CC)c1ccc(/C=N/NC(=O)Nc2nonc2N)cc1,-54,-11,-26,-6,-29,-40,-12,-1,-54,-14,-6
CCCCCOc1ccc(C(=O)Nc2ccc(S(=O)(=O)Nc3cc(C)on3)cc2)cc1,5,-4,10,2,4,21,-10,8,-10,17,-13
CC(=O)c1cc(O)c2ccccc2c1O,-37,1,1,-24,-12,-3,6,1,-12,0,-3
NNC(=O)c1ccc(CN2C(=O)c3cccc4cccc2c34)cc1,25,-9,17,3,25,-3,13,1,19,-2,-1
CN(c1ccc(OCC(=O)OCC(=O)c2c(N)n(C)c(=O)n(C)c2=O)cc1)S(=O)(=O)c1ccc2ccccc2c1,15,-5,20,9,10,-10,-6,69*,11,-17,4
CCOC(=O)[C@H]1[C@H]2COc3ccc(Br)cc3[C@H]2N2C(=O)CNC(=O)[C@@]12C,9,-3,-10,2,15,-12,11,0,-4,3,-3
c1ccc(Cn2ccnc2-c2ccco2)cc1,-32,-9,-5,3,-9,-17,-39,0,-22,-14,5
O=C(CNC(=S)NC(=O)c1ccc(Br)o1)c1ccccc1,0,9,-24,-1,0,-7,15,-4,7,-16,10
Cc1ccc(CNC(=O)c2cc(C3CC3)nc3c2cnn3C(C)C)cc1,6,-4,18,2,23,-1,16,-6,5,7,-3
CC(=O)Nc1c(C)ccc([N+](=O)[O-])c1C,-2,-14,8,-7,9,-3,9,9,0,-4,3
COc1ccc(N2CCN(C(c3cccs3)c3nnnn3C3CCCC3)CC2)cc1 (stereo unspecified),0,-1,-3,-4,9,3,10,-1,-4,-14,-12
CCOC(=O)CC(=O)N/N=C/c1c(N)n(C)c(=O)n(C)c1=O,4,-7,-1,2,7,1,10,-6,4,-12,3
C=CCSc1nccc(=O)[nH]1,7,6,-7,-5,16,11,10,0,-7,-6,7
CCN(CC)CCCNC(=O)c1[nH]c2ccccc2c1Sc1ccc(Cl)cc1,-17,11,7,12,-13,-8,15,25,5,-23,-2
CCOc1ccccc1C(=O)Nc1cc2c(cc1N1CCCC1)n(CC)c(=O)n2CC,-3,-2,-15,10,32,8,47,19,24,41*,4
CN(C)/C=C(/C(=O)c1ccc(Cl)cc1)S(=O)(=O)c1ccccc1,-9,-8,-62,-2,-6,-27,-11,-1,-27,-7,10
COc1cc(OC)c(OC)cc1CN1CCN(C(=O)c2cccc3ccccc23)CC1,4,-13,-5,3,-8,-2,-9,2,3,11,-7
CC(C)=N/N=C(\N)SCc1ccccc1,-19,3,-4,2,-18,-19,-3,-7,-20,-6,-3
CC1=C(C(=O)OCC2CCCO2)C(c2coc3ccccc3c2=O)C2=C(CCCC2=O)N1 (stereo unspecified),-29,-15,7,2,-5,5,12,14,-5,-3,-11
Cc1nc(CS(=O)c2ccc(Cl)cc2)cc(N2CCOCC2)n1 (stereo unspecified),-50,-9,5,-2,20,2,13,2,-5,-1,4
O=C1CC(c2ccco2)Cc2nc(NCC3CCCO3)ncc21 (stereo unspecified),2,-5,-15,3,-30,-9,6,0,-7,-6,5
O=C(N/N=C/c1ccc(-c2cccc(C(F)(F)F)c2)o1)c1cccc(F)c1,-40,3,15,-8,-27,23,-91,8,-18,-32,2
COc1cccc2c1cc1c(=O)n(CC(=O)NCCCc3ccccc3)nc(C)n12,nt,-2,10,3,18,-10,7,-2,-8,nt,-2
CC1CN(C(=O)c2ccc3c(c2)OCO3)OC(c2ccccc2)O1 (stereo unspecified),-47,5,0,8,-13,-7,9,1,6,-9,1
O=[N+]([O-])c1ccc(Nc2ccc(Cl)cc2)nc1,-61,15,-35,1,-12,-45,6,10,-9,-9,nt
COc1ccc(NC(=O)N(C)C[C@H]2Oc3ccc(NS(=O)(=O)c4c(C)noc4C)cc3C(=O)N([C@H](C)CO)C[C@@H]2C)cc1,10,6,0,15,15,2,1,3,-3,4,-2
CCCCCCCN(C(=O)CCl)c1ccccc1C,29,-7,-6,-1,12,46,44,-5,1,6,-4
CC(C)C[C@H]1COCCS(=O)(=O)N1Cc1ccccc1F,2,-1,5,-1,4,0,13,-1,-4,10,-8

A portion of the library; the hit share may differ from the screen's.
